# Source: PubChem
# All columns: NCI-60 one-dose screen, growth in % after 48 h at 10 µM unless noted; 100 = growth as untreated, 0 = no growth, -100 = all killed.
# NCI-H226 = NCI-H226 lung cancer; 79,000 compounds, 3.5% hits
# ACHN = ACHN renal cancer; 81,000 compounds, 4.9% hits
# NCI/ADR-RES = NCI/ADR-RES ovarian cells. 81,000 compounds, 4.4% hits. AID 1794790
# NCI-H460 = NCI-H460 lung cancer. 82,000 compounds, 6.8% hits
# NCI-H522 = NCI-H522 lung cancer; 78,000 compounds, 8% hits; AID 1794739
# A498 = A498 renal cancer cells; 76,000 compounds, 5.4% hits
# RXF 393 = RXF 393 renal cancer cells; AID 1794773; 77,000 compounds, 6.9% hits
# CAKI-1 = CAKI-1 renal cancer; 75,000 compounds, 4.7% hits; AID 1794772
# NCI-H23 = NCI-H23 lung cancer. 80,000 compounds, 4% hits. AID 1794731
# Active calls of the source: *; / = not tested or not shown; & = joins results of further samples; ! = a repeat was not active; [ ] = another dose, or the depositor's remark. How the source made its calls: active means growth percent below 10; inactive means the rest.
SMILES,NCI-H226,ACHN,NCI/ADR-RES,NCI-H460,NCI-H522,A498,RXF 393,CAKI-1,NCI-H23
O=c1c(N=Nc2ccccc2)c[nH]n1-c1ccccc1,/,103,106,99,76,59,109,93,105
O=c1ccn(Cc2cn(-c3cc4ccccc4oc3=O)nn2)c(=O)[nH]1,87,100,102,100,96,98,109,102,100
[2H]C1NC([2H])C(c2ccc(-n3cc4cccc(C(N)=O)c4n3)cc2)C([2H])C1[2H] (stereo not given),90,78,91,83,90,71,104,/,87
N/C(=N\c1nc2c(Cl)cccc2s1)C(Cl)(Cl)Cl,107,20,89,24,89,30,55,44,93
O=C1Nc2ccccc2/C1=C/c1cn(-c2nc(N3CCCCC3)nc(N3CCOCC3)n2)c2ccccc12,100,97,97,107,84,111,122,/,92
CCCCCCCCC1CCNCC1,100,91,94,88,96,73,76,89,90
COc1cc(NCCCCCN)c2ncccc2c1,112,/,109,117,137,116,129,97,100
O=C(c1ccc2c(c1)OCO2)C(c1c[nH]c2ccccc12)c1c[nH]c2ccccc12,75,92,96,110,94,113,101,68,/
O=C(Nc1c(Cl)cc2c(c1Cl)Cc1cc([N+](=O)[O-])ccc1-2)C(Cl)Cl,/,83,76,88,75,101,91,69,72
O=C(CCl)Oc1cc(Cl)c(Cl)cc1Cl,95,108,105,101,103,90,102,99,93
CN(C)CC1CCC(CN(C)C)C1=O (stereo not given),101,110,117,111,95,103,123,108,114
COc1ccc2c(c1)CC/C(=C\c1ccc(OCC(=O)Nc3nc4ccccc4s3)cc1)C2=O,90,97,102,113,85,117,/,79,80
COc1ccc(N/C=C2\C(=O)CCc3c2oc2cc(Cl)c(O)c(Cl)c32)cc1,90,59,75,50,68,63,111,98,75
CC1CCC(C(C)C)C(NC(=O)c2ccncc2)C1 (stereo not given),94,107,104,102,/,104,93,85,103
NS(=O)(=O)c1ccc(Nc2nc(N/N=C/c3cccs3)nc(Nc3ccccc3)n2)cc1,70,79,100,69,79,57,48,55,81
Cc1c(C(N)=O)sc2nc(SCC(=O)Nc3ccc(Cl)cc3)n(-c3ccccc3)c(=O)c12,108,106,97,106,89,192,96,/,106
CCOC(=O)CCCC[C@H](O)[C@H]1CC(OC)(OC)[C@@H](OC)O[C@@H]1COC(=O)/C=C/c1cn(C)cn1,98,101,101,103,89,79,103,93,101
N#CC1C(C#N)C(C(=O)c2ccc(Br)cc2)N2c3ccccc3C=CC12 (stereo not given),65,89,64,96,79,68,74,51,79
Cc1ccc(-c2nc(C(=O)O)c(S(=O)(=O)c3ccc(C)cc3)o2)cc1,87,104,104,105,85,120,106,97,105
O=[N+]([O-])c1ccc(-c2nnc(SCc3nnc(-c4cccc([N+](=O)[O-])c4)o3)o2)cc1,96,93,96,99,80,93,89,90,93
CN(C)Cc1cc(Cl)cc(Cl)c1O,109,94,118,106,113,110,111,104,113
COc1ccc(NC(=O)C(c2ccccc2)c2ccccc2)cc1,101,105,92,102,105,92,105,101,92
Nc1n[nH]c2ccc([C@@H]3Nc4cc5[nH]ncc5cc4[C@H]4C5CCC(C5)[C@@H]34)cc12 (stereo not given in full),15,32,22,7.2*,14,-16*,-2.9*,34,27
Clc1ccc(C2(C3CCNCC3)CCCO2)cc1 (stereo not given),104,91,103,116,96,119,100,99,118
Cc1ccc2cnc(N)c(C#Cc3cncc(C(=O)Nc4ccc(CN5CCN(C)CC5)c(C(F)(F)F)c4)c3)c2c1,-76*,-100*,-67*,-79*,-71*,-94*,-93*,-95*,-64*

# A different layout for part of the listing above:
SMILES	NCI-H226	ACHN	NCI/ADR-RES	NCI-H460	NCI-H522	A498	RXF 393	CAKI-1	NCI-H23
CN(C)CC1CCC(CN(C)C)C1=O (stereo not given)	101	110	117	111	95	103	123	108	114
COc1ccc2c(c1)CC/C(=C\c1ccc(OCC(=O)Nc3nc4ccccc4s3)cc1)C2=O	90	97	102	113	85	117	/	79	80
COc1ccc(N/C=C2\C(=O)CCc3c2oc2cc(Cl)c(O)c(Cl)c32)cc1	90	59	75	50	68	63	111	98	75
CC1CCC(C(C)C)C(NC(=O)c2ccncc2)C1 (stereo not given)	94	107	104	102	/	104	93	85	103
NS(=O)(=O)c1ccc(Nc2nc(N/N=C/c3cccs3)nc(Nc3ccccc3)n2)cc1	70	79	100	69	79	57	48	55	81
Cc1c(C(N)=O)sc2nc(SCC(=O)Nc3ccc(Cl)cc3)n(-c3ccccc3)c(=O)c12	108	106	97	106	89	192	96	/	106
CCOC(=O)CCCC[C@H](O)[C@H]1CC(OC)(OC)[C@@H](OC)O[C@@H]1COC(=O)/C=C/c1cn(C)cn1	98	101	101	103	89	79	103	93	101
N#CC1C(C#N)C(C(=O)c2ccc(Br)cc2)N2c3ccccc3C=CC12 (stereo not given)	65	89	64	96	79	68	74	51	79
Cc1ccc(-c2nc(C(=O)O)c(S(=O)(=O)c3ccc(C)cc3)o2)cc1	87	104	104	105	85	120	106	97	105
O=[N+]([O-])c1ccc(-c2nnc(SCc3nnc(-c4cccc([N+](=O)[O-])c4)o3)o2)cc1	96	93	96	99	80	93	89	90	93
CN(C)Cc1cc(Cl)cc(Cl)c1O	109	94	118	106	113	110	111	104	113
COc1ccc(NC(=O)C(c2ccccc2)c2ccccc2)cc1	101	105	92	102	105	92	105	101	92
Nc1n[nH]c2ccc([C@@H]3Nc4cc5[nH]ncc5cc4[C@H]4C5CCC(C5)[C@@H]34)cc12 (stereo not given in full)	15	32	22	7.2*	14	-16*	-2.9*	34	27
Clc1ccc(C2(C3CCNCC3)CCCO2)cc1 (stereo not given)	104	91	103	116	96	119	100	99	118
Cc1ccc2cnc(N)c(C#Cc3cncc(C(=O)Nc4ccc(CN5CCN(C)CC5)c(C(F)(F)F)c4)c3)c2c1	-76*	-100*	-67*	-79*	-71*	-94*	-93*	-95*	-64*

# More results.
SMILES,NCI-H226,ACHN,NCI/ADR-RES,NCI-H460,NCI-H522,A498,RXF 393,CAKI-1,NCI-H23
CCCC(=O)c1ccc(C)o1,101,114,111,105,107,108,112,97,105
CNC(=O)c1ccc(Cl)c(S(=O)(=O)NC)c1,105,109,115,113,88,121,112,106,113
O=C(NC(Cc1nnc2n(Cc3ccccc3)c(=O)c3c4c(sc3n12)CCCC4)c1ccccc1)c1ccccc1 (stereo not given),113,127,88,94,95,109,79,101,91
C[C@H]1C(=O)[C@H]2C[C@@]3(C)CO[C@@]2([C@H]3O)[C@@]2(C)CC[C@@]12O,106,106,108,102,106,104,116,97,103
CCCCN1C(=O)C(CC(=O)Nc2ccc(F)c(F)c2)n2c1nc1ccccc12 (stereo not given),/,105,107,103,90,93,/,92,104
O=C(c1ccccc1)c1c(/C=C/c2ccc(Br)cc2)nc2ccccc2c1/C=C/c1ccc(Br)cc1,89,92,99,107,94,90,107,85,96
COc1ccc(N/N=C/c2cn(-c3ccc(C(=O)O)cc3)nc2-c2cc3ccccc3oc2=O)cc1,75,29,68,47,52,125,111,61,87
CC12SCC(C(=O)NCc3ccccc3)N1C(=O)c1ccccc12 (stereo not given),/,103,99,111,75,91,108,90,98
COc1ccc2c(c1)C(=O)/C(=C/c1cccnc1Cl)CC2,94,104,100,95,79,77,95,/,95
CC(=O)NCCCCCNC(C)=O,99,109,107,103,89,75,98,99,108
Cc1cccc(/C=N\OCCc2ccccc2)n1,108&102,105&105,111&117,111&114,93&105,99,111&116,103&104,104&116
CCCCCCC(=O)C(C)C,92,103,103,113,/,115,101,91,107
O=c1[nH]c2ccc(Br)cc2c(O)c1C(c1ccc(Cl)cc1)c1c(O)c2cc(Br)ccc2[nH]c1=O,76,78,98,77,77,67,/,76,85
O=c1[nH]c2cc(Cl)c(Br)cc2o1,75,116,118,104,93,94,83,108,54
Cc1ccc(-c2nc3ccccn3c2/C=C2/C(=O)Nc3ccc(Cl)cc32)cc1,99,76,63,87,73,68,68,76,84
Cc1c2cc[nH]c(=O)c2c(C)c2c1[nH]c1cc(OCCN3CCN(C)CC3)ccc12,2.7*,-18*,23,-20*,-24*,-29*,-25*,44,-18*
CCOC(=O)C1=C(C)NC(C)=C(C(=O)OCC)C1c1ccc(OC)c(OC)c1,96,97,/,100,92,106,93,100,100
COc1ccc(C2(SCC(N)C(=O)O)c3ccccc3-c3ccccc32)cc1 (stereo not given),95,100,102,105,109,95,95,92,104
CCOC(=O)c1cc(C(=O)c2cc(OC)cc(OC)c2)n2ncc3ccccc3c12,59,2.5*,19,7.1*,2.6*,16,29,/,42
CSc1nc(C)cc(=O)[nH]1,107,99,105,107,89,107,109,/,96
O=c1c(-c2ccc3c(c2)OCO3)coc2c(CO)c(O)ccc12,-36*,-31*,52,9.5*,37,-27*,-84*,/,57
CCCCN(CC)C1N=C(C)Nc2c1sc(=S)n2-c1ccc(OC)cc1OC (stereo not given),93,94,96,107,77,81,95,92,87
CS(=O)(=O)C1=CN(CCO)C(=O)N2CCCN=C12,97,103,106,102,95,88,106,98,96
Cn1c(=O)c(C#N)c(-c2ccccc2)n2c(SCC(O)CN3CCOCC3)nnc12 (stereo not given),109,100,97,94,97,115,99,95,106
CC(C)C(CCC(=O)O)CC(=O)O (stereo not given),93,97,102,108,103,94,101,97,99

# (next part)
SMILES,NCI-H226,ACHN,NCI/ADR-RES,NCI-H460,NCI-H522,A498,RXF 393,CAKI-1,NCI-H23
C[C@@H](C[C@H](CCO)c1cc(C(F)(F)F)cc(C(F)(F)F)c1)c1ccc2ccccc2c1,91,99,85,106,77,120,/,/,85
CCOC(=O)c1c2ccc3cn(C)nc3c2c(C)n1Cc1ccccc1,95,90,/,98,87,112,70,78,103
CCOC(=O)C1=C(C)NC(C)=C(C(=O)OCC)C1c1ccc([N+](=O)[O-])s1,87,104,70,97,78,118,94,89,95
CCN(CC)c1ccc2cc(C(Nc3ccc(OC)cc3)c3nnnn3C(C)(C)C)c(=O)oc2c1 (stereo not given),87,95,99,96,80,85,98,84,99
C[N+](C)=c1ccc2nc3c(cc(NCCCNc4cc5oc6cc(=[N+](C)C)ccc-6nc5c5ccccc45)c4ccccc43)oc-2c1,73,25,6.5*,-56*,32,109,58,54,-56*
COc1ccc(/C=N\NC(=O)c2cc(-c3ccc(Cl)cc3)n(-c3ccc(S(N)(=O)=O)cc3)n2)cc1,93,91,100,100,73,41,80,55,97
C=C(C)[C@@H]1CC[C@]2(C#N)CC[C@]3(C)[C@H](CC[C@@H]4[C@@](C)(CC/C(N)=N/O)[C@H](C(=C)C)CC[C@]43C)[C@@H]12,84,89,89,97,83,105,94,43,89
CC(C)CN1CC(C(=O)Nc2ccc3c(c2)-c2ccccc2C3)CC1=O (stereo not given),65[50 µM],65[50 µM],68[50 µM],82[50 µM],51[50 µM],86[50 µM],80[50 µM],62[50 µM],81[50 µM]
O=C1C=C(c2ccccc2)SC2c3cccn3CCN12 (stereo not given),106,105,99,112,98,99,/,95,98
O=C(O)CSC1(SCC(=O)O)CCCCC1,105,98,109,104,102,101,117,93,93
COc1ccc(-c2nc(N/N=C/c3ccc[nH]3)nc(N3CCOCC3)c2C#N)cc1,104,87,96,102,74,77,58,69,106
C=C(C)[C@@H]1CC[C@]2(COC(C)=O)CC[C@]3(C)[C@H](CC[C@@H]4[C@@]5(C)CC[C@H](NCOC(C)=O)C(C)(C)[C@@H]5CC[C@]43C)[C@@H]12,70,84,88,89,67,114,96,52,72
CCCCCCCCCCCCC(NC(C)=O)(C(=O)OCC)C(=O)OCC,82,79,74,62,80,/,109,62,69
C1CCN(C2=NCCN2)CC1,100,103,105,106,102,96,102,95,96
CC(=O)/C(=C\c1c(-c2ccccc2)[nH]c2ccccc12)S(=O)(=O)c1ccccc1,23,28,-5.7*,2.9*,/,41,-28*,/,-20*
O=C(O)CCCn1c(O)c(/C=C2/C=c3cc4c(cc3=NC2=O)OCO4)sc1=S,105,102,103,94,87,101,112,88,96
CN(C)c1ccc2c(c1)c1cc(N(C)C)ccc1n2Cc1ccccc1,88,96,99,108,72,88,102,91,92
CC1=CC(=C(c2ccc(N)cc2)c2ccc(N)cc2)C=CC1=N,51&17,59&29,101&87,6.3*,-8.9*!,-7.2*!,-13*!,66,45&30
